Bioassay records: PubChem, National Center for Advancing Translational Sciences (NCATS)
Pf growth 96h: Primary qHTS for delayed death inhibitors of the malarial parasite plastid, 96 hour incubation; P. falciparum luciferase reporter growth, 96 h; Potency, µM (doses to about 28.7 µM), inactives show at the highest dose activity change, negative = inhibition, usual class: inhibitors; hit rate 6.9% among 320,000; further: potency means the concentration at half of the fitted maximal effect; on the % scale 0 is the no-effect control and ±100 the full control effect
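Plates of compound plus infected erythrocytes (2% hematocrit, 0.05% parasitemia final) incubate 96 hours, 37 C, 5% CO2. Detection reagent added; reduced luminescence from the parasites' luciferase reporter flags inhibition.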
Tb PYK inh: qHTS of Trypanosoma Brucei Inhibitors. pyruvate kinase (Trypanosoma brucei), Q57TT1. TbPYK enzyme, Kinase-Glo Plus ATP luminescence, 45 min. Potency, µM (highest dose often 76.8 µM), for inactives: at the top dose activity, negative = inhibition, hits mostly inhibitors. hit rate 0.12% among 410,000. AID 624173, 2012; further: potency means the concentration at half of the fitted maximal effect; on the % scale 0 is the no-effect control and ±100 the full control effect; nearly all actives have a fitted effect of over 50% in size
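ADP (130 uM final) triggers the TbPYK reaction after compound addition; incubation is 45 min at room temperature. Kinase-Glo Plus is then added and luminescence imaged. Normalized data are fitted to concentration-effect curves.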
Shiga inhibitor: A qHTS for Small Molecule Inhibitors of Shiga Toxin; Vero cells, Shiga toxin protein synthesis inhibition reporter; inhibition, % at 38.7 µM; hit rate 9.2% among 290,000; in the data active means inhibition mostly above about 28%, no sharp cut-off; inactive means mostly below about 43%; further: 0% is about no effect
Cycloheximide cs: Cycloheximide Counterscreen for Small Molecule Inhibitors of Shiga Toxin | max response, % | cell reporter, cycloheximide protein synthesis inhibition counterscreen | hit rate 12% among 300,000; in the data active means max response mostly above about 13%, no sharp cut-off; inactive means mostly below about 14%; further: read at 38.3 µM for the half of the compounds with a filed dose; 0% is about no effect
AmpC no deterg: qHTS Inhibitors of AmpC Beta-Lactamase (assay without detergent); P00811; AmpC nitrocefin hydrolysis, absorbance 480 nm, 0.0001% Triton; Potency, µM (titrated, usually from 57.1 µM), without a hit: top-dose activity change, negative = inhibition, most hits filed as inhibitors; hit rate 0.52% among 330,000;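 further: potency means the concentration at half of the fitted maximal effect; plate controls were no compound for no effect and no enzyme for full effect; nearly all actives have a fitted effect of over 20% in size; some results filed as inactive show a strong effect at the top dose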
Target sequence (P00811 whole entry, looked up): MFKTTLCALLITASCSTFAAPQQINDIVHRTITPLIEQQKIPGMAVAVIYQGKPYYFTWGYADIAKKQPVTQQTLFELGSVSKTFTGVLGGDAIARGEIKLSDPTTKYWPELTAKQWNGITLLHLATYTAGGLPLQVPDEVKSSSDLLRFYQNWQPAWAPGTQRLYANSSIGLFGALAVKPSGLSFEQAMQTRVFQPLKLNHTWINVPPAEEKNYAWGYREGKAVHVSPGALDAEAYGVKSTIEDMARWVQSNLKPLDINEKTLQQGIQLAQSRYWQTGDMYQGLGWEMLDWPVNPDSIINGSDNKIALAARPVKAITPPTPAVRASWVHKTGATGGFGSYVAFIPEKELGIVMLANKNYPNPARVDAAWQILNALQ
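AmpC (5.3 nM in the dispensed reagent) in 20 mM phosphate pH 7.0 with 0.01% (detergent screen) or 0.0001% Triton X-100 was preincubated with compounds for 15 min at room temperature. Nitrocefin was then added from an 800 uM solution, and hydrolysis was followed at 480 nm.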
Pf growth 48h: Primary qHTS for delayed death inhibitors of the malarial parasite plastid, 48 hour incubation | P. falciparum luciferase growth in erythrocytes, 48 h | Potency, µM (top dose mostly 28.7 µM), inactives show top-dose activity change, negative = inhibition, usual class: inhibitors | hit rate 5.9% among 310,000; further: potency means the concentration at half of the fitted maximal effect; on the % scale 0 is the no-effect control and ±100 the full control effect
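Cell-based growth assay: transgenic P. falciparum expressing firefly luciferase, cultured in red cells within RPMI 1640 containing 0.5% w/v Albumax, 24 mM bicarbonate and gentamycin. A drop in luciferase activity indicates inhibition.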
LmPK inh: qHTS Assay for Inhibitors of Leishmania Mexicana Pyruvate Kinase (LmPK); Q27686; purified LmPK, Kinase-Glo ATP luminescence, 1 h; Potency, µM (titrated, usually from 57.5 µM), without a hit: at the top dose activity change, negative = inhibition, actives largely listed as inhibitors; hit rate 0.37% among 290,000; AID 1721, 2009; further: potency means the concentration at half of the fitted maximal effect; on the % scale 0 is the no-effect control and ±100 the full control effect
Target sequence (Q27686 whole entry, looked up): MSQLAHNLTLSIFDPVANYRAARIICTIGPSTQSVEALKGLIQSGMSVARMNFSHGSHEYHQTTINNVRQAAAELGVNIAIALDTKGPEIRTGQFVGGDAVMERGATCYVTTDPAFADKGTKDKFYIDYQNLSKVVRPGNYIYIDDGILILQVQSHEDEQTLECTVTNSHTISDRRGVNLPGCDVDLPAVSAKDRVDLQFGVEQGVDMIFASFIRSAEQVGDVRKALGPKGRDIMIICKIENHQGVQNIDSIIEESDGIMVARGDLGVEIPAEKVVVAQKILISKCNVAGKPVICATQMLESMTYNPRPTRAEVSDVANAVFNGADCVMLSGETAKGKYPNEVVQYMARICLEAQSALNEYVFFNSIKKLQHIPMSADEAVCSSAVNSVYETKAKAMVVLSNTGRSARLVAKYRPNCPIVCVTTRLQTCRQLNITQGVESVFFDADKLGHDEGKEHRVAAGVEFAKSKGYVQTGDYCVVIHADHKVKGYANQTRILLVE
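0.1 nM LmPK, 0.5 mM PEP, 0.1 mM ADP; 50 mM imidazole pH 7.2, 7 mM MgCl2, 50 mM KCl; 1 h RT. Kinase-Glo luminescence readout, normalized to no-enzyme (full inhibition) and uninhibited wells.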
The depositor's hits bear a star; ? = inconclusive; . = not tested or not shown; & = joins results of further samples; ! = a repeat was not active; [ ] = dose if it differs, or a comment. Unless noted, the call rests on the fitted dose curve; in most records, active means well fitted curve in the direction sought with a large enough effect; inconclusive means small, poorly fitted or top-dose-only effect, or another doubt; inactive means no such curve, though single readings can be large; an effect the other way counts as inactive or inconclusive. Compounds as they come (roughly 22% active in at least one column).

| molecule | Pf growth 96h | Tb PYK inh | Shiga inhibitor | Cycloheximide cs | AmpC no deterg | Pf growth 48h | LmPK inh |
| --- | --- | --- | --- | --- | --- | --- | --- |
| O=[N+]([O-])c1cc2c(cc1[N+](=O)[O-])OCCOCCOCCOCCO2 | -17% | -7% | 12 | -4 | -10% | -15% | 4% |
| CC(=O)c1sc(NC(=O)c2ccc(Cn3cc(Br)cn3)o2)nc1C | 54%[activator] | -2% | -9 | -3 | -29% | 9% | 5% |
| CCOC(=O)C1CCN(CC(=O)Nc2c(C(=O)OC)[nH]c3cccc(C)c23)CC1 | ? | -3% | -5 | -2 | 79%[activator] | ? | 1% |
| O=S(=O)(Nc1cccc(S(=O)(=O)N2CCOCC2)c1)c1ccc2c(c1)OCCO2 | -11% | 2% | -7 | -1 | -29% | 19% | -1% |
| Cc1cc(/C=C2\C(=O)NC(=O)N(Cc3ccco3)C2=O)c(C)n1-c1ccc(O)cc1 | 29% | -10% | 15 | 17* | -36% | 0% | 7% |
| CCCOc1ccc(-c2nnn(CC(=O)N3CCCC(C)C3)n2)cc1 (stereo not drawn) | 3% | 3% | -7 | -1 | 62%[activator] | ? | 1% |
| O=C(CSc1nc2ncccc2[nH]1)NCc1ccccc1 | -1% | 1% | 6 | 16* | -12% | 0% | 3% |
| O=C(CNC(c1ccccc1)c1ccccc1)NCc1ccccc1Cl | ? | -2% | -18 | -8 | 17% | ? | -2% |
| COC(=O)C1=C(C(=O)OC)SC2(S1)C(C(=O)OC)=C(C(=O)OC)SC1=C2c2cc(C)ccc2NC1(C)C | . | ? | 20 | 30 | 83%[activator] | ? | 13% |
| Cc1cc(C)c(CN2CCC(n3nccc3NC(=O)C3CCCC3)CC2)cc1C | ? | 0% | -6 | -2 | 49% | ? | -7% |
| CS(=O)(=O)NCCCNc1ccc(C(F)(F)F)cc1[N+](=O)[O-] | 92%[activator] | 10% | 19 | 15 | 3% | ? | 0% |
| Cc1cc(C(=O)N2CCc3ccccc3C2)n[nH]1 | -15% | -7% | 53* | 24* | -12% | 55%[activator] | 2% |
| COc1ccc(NC(=O)N2CCCC(C(=O)Nc3ccccc3OC)C2)cc1 (stereo not drawn) | -2% | 10% | -6 | -3 | -14% | -7% | -8% |
| O=C(N/N=C/c1ccc(OCc2ccccc2)cc1)c1ccc(O)cc1 | ? | 0% | 51 | 19 | -44% | ? | 2% |
| Cc1cc(C)n(-c2ccc(NC(=O)C3CCCCN3C(=O)c3sccc3C)cc2)n1 (stereo not drawn) | 15µM* | -2% | -25 | 4 | 80%[activator] | -11% | -10% |
| O=S(=O)(NCCc1csc(-c2ccccc2)n1)c1cccnc1 | -1% | -2% | 129* | 20* | -12% | -12% | -6% |
| CS(=O)(=O)N1CCC(C(=O)Nc2cc(Cl)cc(Cl)c2)CC1 | -2% | 0% | -18 | -7 | -6% | 22% | -8% |
| CCOc1cccc2sc(Cl)nc12 | 9% | -24% | 3 | -1 | -13% | -6% | 1% |
| Cc1ccccc1NC(=S)NNC(=O)c1ccoc1C | 160%[activator] | -3% | 48* | 35 | -7% | 121%[activator] | ? |
| Cc1cccc(C)c1N=Cc1c(C(F)(F)F)[nH][nH]c1=O | 4% | -9% | -9 | -4 | -13% | -14% | -1% |

Copied from the entries so far, two compounds:
| molecule | Pf growth 96h | Tb PYK inh | Shiga inhibitor | Cycloheximide cs | AmpC no deterg | Pf growth 48h | LmPK inh |
| --- | --- | --- | --- | --- | --- | --- | --- |
| O=S(=O)(NCCc1csc(-c2ccccc2)n1)c1cccnc1 | -1% | -2% | 129* | 20* | -12% | -12% | -6% |
| CS(=O)(=O)N1CCC(C(=O)Nc2cc(Cl)cc(Cl)c2)CC1 | -2% | 0% | -18 | -7 | -6% | 22% | -8% |

The list continues.
| molecule | Pf growth 96h | Tb PYK inh | Shiga inhibitor | Cycloheximide cs | AmpC no deterg | Pf growth 48h | LmPK inh |
| --- | --- | --- | --- | --- | --- | --- | --- |
| CCOc1ccc(CCNC(=O)CCn2ccc3cc(S(=O)(=O)N4CCCC4)ccc32)cc1 | ? | -6% | 2 | -3 | 19% | ? | 10% |
| COc1ccc(Cc2nnc(NS(=O)(=O)c3ccc(Cl)cc3)s2)cc1OC | 5% | -8% | -10 | -1 | -23% | -13% | 8% |
| CCn1c(Cc2ccc(OC)cc2)nnc1SCC(=O)NC1CCCCC1 | 28% | -6% | -15 | 1 | -5% | 7% | -1% |
| Nc1ncc(Br)cc1S(=O)(=O)NCCC(=O)NCCc1ccc(Cl)cc1 | ? | 1% | -12 | -5 | -9% | ? | 2% |
| c1ccc(Nc2ccnc(Nc3ccccc3)n2)cc1 | -7% | -8% | 100* | 53* | -21% | -18% | -2% |
| CCOc1ccc(CN2CCN(C(=O)Cc3ccccc3)CC2)cc1 | 6.6µM* | 5% | -3 | -2 | 55% | -1% | -1% |
| CC(C)(CO)N=C1NS(=O)(=O)c2cc([N+](=O)[O-])ccc21 | ? | 4% | -9 | -1 | -20% | ? | 0% |
| O=C(O)CCC1(CCC(=O)O)c2ccccc2-c2ccccc21 | 6.6µM* | 2% | -5 | -2 | -12% | -6% | 2% |
| CC(=O)c1cccc(NC(=O)NNC(=O)CCC(=O)Nc2ccc(C)c(C)c2)c1 | 20% | 1% | -10 | 7 | 16% | -4% | 2% |
| Cn1nc(C(F)(F)F)c(CN2CC(C)(C)C2=O)c1N1CCOCC1 | ? | 3% | 0 | -2 | -7% | 12% | -4% |
| Cn1cc(CN2CCN(CC(C)(C)C)C(CCO)C2)c2ccccc21 (stereo not drawn) | 1.5µM* | 4% | -2 | -1 | -5% | -10% | 0% |
| CCN(CC)c1ccc(S(=O)(=O)N2CCOCC2)cc1NC(=O)COC(=O)c1ccco1 | -5% | -7% | . | . | 32% | ? | . |
| CC1C/C(=N\NC(=O)CCc2ccc(S(=O)(=O)N3CCOCC3)cc2)CC(C)(C)C1 (stereo not drawn) | 20% | -7% | -8 | 1 | -11% | 0% | -3% |
| Cc1cc(C)n(/N=C/c2cccs2)c(=O)c1C#N | ? | -6% | 10 | -2 | -14% | -12% | 1% |
| O=C(O)c1cccc(S(=O)(=O)NCCc2ccccc2)c1 | 6% | -8% | -11 | -2 | -17% | 8% | 0% |
| C=CCNc1nc(C)nc(OC)n1 | 1%[5.75 µM] | -1% | -12 | -3 | -18% | 11% | 6% |
| CC(=O)c1c(C(C)=O)c(C)n(C2CCCCC2)c1C | 1.5µM* | -10% | -2 | -3 | -6% | -19% | -3% |
| Cc1nc(SCn2nnc3ccccc3c2=O)nc(C)c1C | -26% | 0% | -4 | 10 | 5% | 22% | -4% |
| Cc1csc(=Nc2ccccc2)n1CCO | -10% | 5% | -6 | -9 | -4% | 15% | 2% |
| COc1ccccc1NC(=O)Cn1c(=O)n2nc(C)nc2c2ccccc21 | -9% | -3% | 14 | 5 | -4% | . | 0% |
| CCN(CC(=O)Nc1c(F)cccc1F)C(=O)/C=C/c1cn(Cc2ccccc2)nc1-c1cccnc1 | ? | -3% | -21 | 8 | 82%[activator] | ? | -7% |
| O=C(CSc1nnc2ccccn12)Nc1ccc2c(c1)OCO2 | 38%[activator] | 3% | 31 | 18* | -12%[11.4 µM] | 31%[activator] | 5% |
| O=C1C(=O)N(c2ccccn2)C(c2ccc(F)cc2)/C1=C(/O)c1ccc(Br)cc1 (stereo not drawn) | 47%[activator] | 12% | . | -4 | -29% | ? | -1% |
| CC(=O)N1CCC2(CC1)C/C(=N\NC(=S)Nc1ccccc1C)c1cc(O)ccc1O2 | -1% | -13% | -6 | -2 | -9% | -20% | 8% |
| O=C(NCc1ccco1)Nc1ccc([N+](=O)[O-])cc1 | 69%&1%[activator] | 5% | 24&50 | 26*! | -17%&-23% | 7%&133% | -2%&-1% |
| CC(C)Cn1cnc2c(c1=N)C(c1ccccc1)C1=C(CC(C)(C)CC1=O)O2 (stereo not drawn) | ? | -4% | -14 | 1 | 44% | ? | 0% |
| Cc1ccc(-n2nc(C)c3c(=O)[nH]c(C(F)(F)F)nc32)cc1 | ? | . | 8 | -3 | -7% | -5% | -1% |
| S=c1[nH]nc(COc2ccccc2)n1/N=C/c1ccccn1 | 8% | ? | -7 | -2 | -16% | -1% | 4% |
| O=C(N/N=C/c1cccc(Oc2ccccc2)c1)c1ccccc1Br | 0% | -7% | 28 | 1 | -26% | ? | 8% |
| COc1ccc(/C=C2\SC(=O)N(CCNC(=O)C3CC(=O)N(c4ccccc4)C3)C2=O)cc1 (stereo not drawn) | -19% | -3% | 21 | 7 | 17% | ? | -2% |
| COc1ccc(CCNC(=O)CSc2nc3[nH]ncc3c(=O)n2-c2ccccc2OC)cc1OC | 4% | 3% | -6 | 1 | -2%[11.4 µM] | -24% | 2% |
| COC(=O)c1cc(NC(=O)c2c(-c3c(Cl)cccc3Cl)noc2C)ccc1N1CCOCC1 | ? | -9% | -2 | -3 | 133%[activator] | ? | 5% |
| O=C(CSc1nnc(C2CC2)n1Cc1ccccc1)Nc1cccnc1Cl | 4% | -3% | -25 | 3 | -12% | 8% | 0% |
| O=C1c2ccccc2S(=O)(=O)N1CC(O)COc1ccc(Br)cc1 (stereo not drawn) | 244%[activator] | -1% | 33 | 28* | -9% | -3% | 5% |
| O=C(c1ccc2c(c1)OCCO2)C1CCN(S(=O)(=O)c2cccc(F)c2)CC1 | -3% | 0% | -12 | 9 | -13% | . | 8% |
| O=S(=O)(c1cccc2c(S(=O)(=O)N3CCCC3)cccc12)N1CCCC1 | . | 1% | -2 | -3 | -7% | 5% | 6% |
| CCN(CC(=O)Nc1c(F)cccc1F)C(=O)c1ccc(N2CCCC2)c([N+](=O)[O-])c1 | 39%[activator] | -19% | . | . | 0% | -3% | . |
| Cc1c(C)[n+](=O)c(-c2ccco2)c(C)n1[O-] | 1% | -1% | -7 | 2 | -16% | 10% | 1% |
| CCn1c(SCC(=O)Nc2nccs2)nnc1-c1cccnc1 | 21% | 4% | 19 | 31* | -19% | 11% | -8% |
| CC1CCCCN1C(=O)c1ccc(OC2CCN(S(=O)(=O)N(C)C)CC2)cc1 (stereo not drawn) | 17% | -3% | 26 | 26* | 103%[activator] | -13% | 6% |
| CC(=O)C(=Nc1ccc(Cl)cc1Cl)NNc1cccc(Cl)c1 | . | -2% | -2 | 1 | -35% | . | 4% |
| CCOC(=O)C1=C(N)Oc2ccccc2C12C(=O)N(CC(=O)OC)C(CC(=O)OC)=C2C(=O)OC (stereo not drawn) | 0% | -3% | -8 | -2 | 16% | 10% | -2% |
| CC(=O)NCC1CCCN(C(=O)c2ccc(OC3CCN(Cc4ccccn4)CC3)cc2)C1 (stereo not drawn) | ? | 0% | 11 | -3 | 7% | 10% | 0% |
| COc1cccc(CNC(=O)C2CCCN(S(=O)(=O)N3CC(C)CC(C)C3)C2)c1 (stereo not drawn) | ? | -1% | -2 | 3 | 49% | -1% | 3% |
